HSF1 activator: HSF-1 activators, primary screen, NIH3T3-HGL cells, MG132 stress, luminescence, single point. activation, % at 9 µM. 300,000 compounds, 1.7% hits. AID 504408, 2011. NIH3T3-HGL HSF-1 luciferase reporter, 8 h; 100% = twice DMSO control signal;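 active means mean replicate activation of at least 50% with a set share of replicates each reaching 50%; inconclusive means only one of those two conditions met; inactive means mean below 50% and too few replicates reaching it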;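 further: 0% = median of the neutral control wells and 100% = twice that signal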
AI-2 QS mod: Vibrio harveyi AI-2 quorum sensing modulators, primary screen, JMH597 strain, luminescence/OD600 ratio; Vibrio harveyi JMH597 AI-2 luminescence/OD600 ratio, 9 h; stronger effect = lower value; strain lacks LuxN and CqsS sensors; 0 = neutral-control median; activity change, % at 7.5 µM; 300,000 compounds, 0.4% hits; AID 2094, 2009; in the data active means activity change below about -75%, passing the limit was not always enough; inconclusive means no clear call, values can overlap the other calls;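 further: luminescence divided by OD600 gain over 9 h not by final OD600 alone; inactives centre near 13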
KLF5 inhibitor: KLF5 expression inhibitors, primary screen, DLD-1 cells, luminescence | 290,000 compounds, 0.23% hits | AID 1700, 2009 | DLD-1 KLF5 promoter-luciferase reporter | inhibition, % at 5 µM;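 active means inhibition above a per-plate limit of that plate's mean compound inhibition plus 3 SD, cut at about 60% in these data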;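 further: 0% = DMSO wells and 100% = LY294002 at 200 µM; higher means less KLF5 promoter-driven luciferase light; inactives centre near -14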
HSF1 inh: HSF1 inhibitors in luciferase reporter cells, primary screen, cell-based, NIH3T3, luminescence | NIH3T3-HGL HSE-luciferase, MG132-induced, luminescence 8 h; stronger effect = lower value | activity change, negative = inhibition, % at 7.5 µM (by protocol) | 300,000 compounds, 0.77% hits | AID 2098, 2009;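 active means more than half of replicate wells show activity change below -50%, luminescence cut by over half; inconclusive means some wells, but at most half, below -50%; inactive means no replicate well below -50%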;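 further: luciferase reports HSF-1 transcriptional activity via heat shock element; 0% = median of DMSO wells and -100% = zero luminescence signal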
Platelet DG rel: inhibitors of platelet dense granule secretion, primary screen, cell-based, MLPCN, human platelets; 300,000 compounds, 0.22% hits; human platelet-rich plasma, SFLLRN dense granule ATP release, luminescence; inhibition, %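 (compounds screened at 7.5 µM in platelet-rich plasma)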; AID 1663, 2009;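 active means mean replicate score, as percent of positive control, at or above 50; inconclusive means mean below 50 but at least one replicate at or above 50; inactive means mean and every replicate below 50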
HDAC3 inh: HDAC3 deacetylase inhibitors, primary screen, biochemical, fluorescence, cell-free homogeneous | Histone deacetylase 3 (Homo sapiens), O15379 | recombinant HDAC3, fluorogenic peptide/trypsin coupled | inhibition, % at 8.3 µM | 320,000 compounds, 0.15% hits; in the data active means inhibition above about 26%, passing the limit was not always enough; inconclusive means no clear call, values can overlap the other calls
Target sequence (O15379 whole entry, looked up): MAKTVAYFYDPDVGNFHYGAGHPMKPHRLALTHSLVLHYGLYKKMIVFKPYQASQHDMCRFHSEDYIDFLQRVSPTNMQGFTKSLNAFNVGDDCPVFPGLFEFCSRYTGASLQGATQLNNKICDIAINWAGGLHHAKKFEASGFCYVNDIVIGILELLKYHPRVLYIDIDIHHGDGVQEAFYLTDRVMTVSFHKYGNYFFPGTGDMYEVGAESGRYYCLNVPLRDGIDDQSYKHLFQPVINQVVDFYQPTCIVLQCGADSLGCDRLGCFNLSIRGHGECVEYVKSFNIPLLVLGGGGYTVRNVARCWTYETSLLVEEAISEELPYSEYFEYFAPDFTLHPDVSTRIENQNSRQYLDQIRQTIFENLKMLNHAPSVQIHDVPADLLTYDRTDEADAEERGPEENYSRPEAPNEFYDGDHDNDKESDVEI
aSyn 5UTR inh: MLPCN primary screen, SNCA 5' untranslated region; alpha-synuclein 5'UTR reporter, inhibitor activity; inhibition, % (tested at 7.5 µM); 300,000 compounds, 0.82% hits; AID 1813, 2009; in the data active means inhibition above about 60%; inconclusive means no clear call, values can overlap the other calls;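 further: H4 neuroglioblastoma cells stably carrying SNCA 5'UTR luciferase fusion; 0% = DMSO wells and 100% = positive control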
HSP90 inh: HSP90 inhibitors, primary screen, cell lysate, luminescence; AID 1789, 2009; Rabbit reticulocyte lysate, luciferase refolding luminescence, 3 h; inhibition, % at 5.6 µM; 290,000 compounds, 0.91% hits;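 active means inhibition above the screen-wide mean plus 3 SD, computed separately per campaign, cut at about 16% in these data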;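 further: 0% = DMSO wells and 100% = 60 µM geldanamycin wells; inhibitors lower the luminescence because luciferase stays unfolded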
IEC-6 cytotox: cytotoxicity in IEC-6 intestinal epithelial cells, primary screen, cytotoxicity control for KLF5 inhibitor project, cell-based, luminescence | IEC-6 cytotoxicity, luminescence viability | inhibition, % at 5 µM | 290,000 compounds, 0.78% hits | AID 1825, 2009; in the data active means inhibition above about 22%;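 further: 0% = plate median of test compound wells and 100% = cytotoxic reference compound wells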
HIF activator: HIF pathway transcriptional activators, primary screen, cell-based, U2OS HRE-luciferase, luminescence. AID 1910, 2009. activation, % at 7.5 µM (by protocol). U2OS HRE-luciferase reporter; normalized: DMSO 0%, desferrioxamine 100%. 300,000 compounds, 0.32% hits;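 active means mean activation of at least 10% of the iron chelator positive control signal, with at least half of replicates also reaching 10%; inconclusive means mean and replicate majority disagree about reaching 10%; inactive means mean and most replicates under 10%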
* = called active by the depositor; u = inconclusive; x = no result given. A portion of the library; rates above refer to the full screens.

nr	canonical_smiles	HSF1 activator	AI-2 QS mod	KLF5 inhibitor	HSF1 inh	Platelet DG rel	HDAC3 inh	aSyn 5UTR inh	HSP90 inh	IEC-6 cytotox	HIF activator
1	Clc1ccc(N2CCN(Cc3ccccc3Cl)CC2)cc1	1	13	-8	4	4	-7	20	-1	4	0.1
2	C=CCOC(=O)COc1cc(C)cc2oc(=O)c3c(c12)CCC3	18	11	-12	9	-15	-59	11	-3	-5	0.3
3	O=c1[nH]c(=O)n(-c2cccc3ccccc23)c(O)c1/C=N/N1CCCCCC1	-32	-11	-17	-35	-6	0	-13	4	3	-0.4
4	Brc1ccc(C2N3CCCN23)cc1 (stereo not given)	-31	25	1	-15	5	4	0	1	1	-1.1
5	CCCCCn1c(=O)c(C(=O)NCc2ccccc2)c(O)c2ccccc21	7	19	-1	2	-2	2	15	-2	-7	-0.8
6	CN1CCC(N(C)c2nc(-c3ccc([N+](=O)[O-])cc3)nc3ccccc23)CC1	12	12	-6	4	-8	x	75*	4	16	0.2
7	C[N+]1(CC2COC(c3ccco3)O2)CCCCC1 (stereo not given)	-75	9	-14	-66*	1	2	6	0	-1	-0.8
8	O=c1[nH]c(=O)n(C2CCCCC2)c(O)c1C=Nc1ccc(N2CCOCC2)cc1	27	10	2	5	-14	-6	14	0	3	0.3
9	c1ccc(CCNCc2ccccc2)cc1	-7	4	-1	5	2	5	-14	3	3	0.3
10	COP(=S)(OC)SCN1C(=O)c2ccccc2C1=O	5	19	-39	5	2	x	19	-1	-6	-0.2
11	CC(C)C12CN3CCN(CC(C3)/C1=N\O)C2	1	19	-28	-10	2	-11	16	-6	5	0.2
12	O=[N+]([O-])c1ccc(N2CCCC2)c(F)c1Br	12	21	-18	10	-1	4	0	-2	5	0.0
13	O=[N+]([O-])c1ccc(N2CCCCCC2)c2ncccc12	6	32	-25	1	1	6	16	2	4	0.0
14	COC(=O)C1=C(c2ccc(S(C)(=O)=O)cc2)C[C@@H]2CC[C@H]1N2C(=O)NC1CC1	-5	-9	x	-10	0	-4	2	x	x	-0.2
15	CN(C)C(=O)Oc1ccc2ccccc2c1Cl	24	5	-33	13	2	7	-10	5	6	1.2
16	CCCCP(=O)(O)CCC(=O)O	-7	5	-12	-5	-3	2	-10	1	-5	-0.2
17	COc1cccc(C(=O)C2CN(C)CC2c2ccc(Cl)cc2)c1 (stereo not given)	-5	33	4	5	-1	7	-8	3	2	-0.3
18	COP(=O)(OC)C(NC(=O)C(C)(C)C)=C(Cl)Cl	-13	27	-7	0	1	1	2	5	0	0.0
19	COc1ccc(CCNCc2ccsc2)cc1OC	-61	22	-32	x	-1	-1	11	-1	2	-6.6
20	C=CCn1c(O)c(C(CC)=NCCN2CCN(C(=S)NC)CC2)c(=O)[nH]c1=O	2	21	0	-5	4	u	8	-2	-1	0.1
21	CCN1CCC2(CC1)NC(=O)c1ccccc1O2	5	-3	-20	3	-1	-6	12	-2	2	-0.1
22	CCOc1ccc(N=Cc2c(O)n(-c3ccc(C)c(C)c3)c(=O)[nH]c2=O)cc1	6	8	-12	-8	0	-3	17	-1	-2	0.0
23	O=C1/C(=C\c2cccnc2)N2CCC1CC2	1	18	14	-2	-35	9	4	6	2	0.4
24	COc1ccc(CN2C(=O)NC(=O)/C(=C\c3cccc(OC)c3OC)C2=O)cc1	7	5	-3	1	9	-3	34	4	-3	-0.2

Arranged by molar mass (ascending): some entries from above.
nr	canonical_smiles	HSF1 activator	AI-2 QS mod	KLF5 inhibitor	HSF1 inh	Platelet DG rel	HDAC3 inh	aSyn 5UTR inh	HSP90 inh	IEC-6 cytotox	HIF activator
21	CCN1CCC2(CC1)NC(=O)c1ccccc1O2	5	-3	-20	3	-1	-6	12	-2	2	-0.1
15	CN(C)C(=O)Oc1ccc2ccccc2c1Cl	24	5	-33	13	2	7	-10	5	6	1.2
13	O=[N+]([O-])c1ccc(N2CCCCCC2)c2ncccc12	6	32	-25	1	1	6	16	2	4	0.0
19	COc1ccc(CCNCc2ccsc2)cc1OC	-61	22	-32	x	-1	-1	11	-1	2	-6.6
12	O=[N+]([O-])c1ccc(N2CCCC2)c(F)c1Br	12	21	-18	10	-1	4	0	-2	5	0.0
18	COP(=O)(OC)C(NC(=O)C(C)(C)C)=C(Cl)Cl	-13	27	-7	0	1	1	2	5	0	0.0
17	COc1cccc(C(=O)C2CN(C)CC2c2ccc(Cl)cc2)c1 (stereo not given)	-5	33	4	5	-1	7	-8	3	2	-0.3
24	COc1ccc(CN2C(=O)NC(=O)/C(=C\c3cccc(OC)c3OC)C2=O)cc1	7	5	-3	1	9	-3	34	4	-3	-0.2
14	COC(=O)C1=C(c2ccc(S(C)(=O)=O)cc2)C[C@@H]2CC[C@H]1N2C(=O)NC1CC1	-5	-9	x	-10	0	-4	2	x	x	-0.2
20	C=CCn1c(O)c(C(CC)=NCCN2CCN(C(=S)NC)CC2)c(=O)[nH]c1=O	2	21	0	-5	4	u	8	-2	-1	0.1

Going on with the list:
nr	canonical_smiles	HSF1 activator	AI-2 QS mod	KLF5 inhibitor	HSF1 inh	Platelet DG rel	HDAC3 inh	aSyn 5UTR inh	HSP90 inh	IEC-6 cytotox	HIF activator
25	CSC1=NP(=S)(SC)N2CCCC2=C1C#N (stereo not given)	26	-5	-5	4	-2	-6	5	2	1	0.0
26	CCCCCCCSc1cc(OC)c(CCN(C)C)cc1OC	12	20	7	1	3	6	u	0	7	-0.7
27	COc1cc(C(C)=O)ccc1OC(=O)N(C)c1ccccc1	-10	10	-18	-8	-1	-6	9	-1	-3	-20
28	C=COCCn1c(C)c(C(=O)OCC)c2cc(O)ccc21	-11	13	-10	11	-1	1	4	-4	6	0.4
29	C=CCn1c(O)c(C(C)=NCCCN2CCOCC2)c(=O)[nH]c1=O	8	6	0	3	21	6	1	0	2	0.1
30	Cc1cc(=O)oc2c(C)c(OCC(=O)N3CCN(Cc4ccccc4)CC3)ccc12	15	16	-20	1	10	1	33	-5	-1	-0.3
31	CCN1CCC(N(C)C2CCCCC2)CC1	9	5	-5	-4	0	5	-22	4	0	0.9
32	Fc1ccccc1CCNCc1cccc2ccccc12	10	7	-25	-5	13	-3	17	2	0	-0.2
33	CN(C)C(=O)Oc1c(Cl)cc(Cl)c2ccccc12	-4	18	-25	3	-13	0	5	1	3	-0.4
34	CCC1CN(C)CCC1(OC(C)=O)c1ccccc1 (stereo not given)	8	10	-31	-7	8	12	0	4	1	0.1
35	CCn1cc(CN2CCCC(C(=O)c3sccc3C)C2)cn1 (stereo not given)	-1	21	-8	0	-3	-5	-3	-2	-9	0.5
36	[O-][n+]1onc2c1CCC1N(O)CCC21O (stereo not given)	25	6	-6	-3	-8	2	-8	-3	-3	-0.5
37	c1ccc(NC2=NCCS2)cc1	-1	2	-18	3	-7	-3	5	10	-4	-0.1
38	CN1CCN(C(=O)COc2ccc(S(=O)(=O)NCc3ccccc3)cc2Cl)CC1	-6	30	-1	-2	0	-1	0	1	1	-0.2
39	CN(C)c1ccc(C(=O)N/N=C/C23CC[C@@H](O)CC2(O)CC[C@@H]2[C@@H]3CCC3(C)C(C4=CC(=O)OC4)CCC23O)cc1 (stereo not given in full)	-9	2	-43	-6	0	6	95*	2	-4	-0.5
40	O=C1CCN(C(=O)CNC(=O)Cc2ccccc2)CC1	7	18	-3	1	1	12	10	-1	-2	-0.1
41	CC(=O)OC1(c2ccccc2)CCN(C)CC1(C)C (stereo not given)	-2	6	1	-1	-4	-5	-15	2	7	-0.6
42	COc1ccc(CCn2c(O)c(/C=N/NC(=O)c3ccncc3)c(=O)[nH]c2=O)cc1OC	2	23	-20	2	5	-1	-12	4	2	-0.6
43	Cc1cc(C=C2C(=O)N(C)C(=S)N(C)C2=O)c(C)n1-c1cccnc1	16	-1	-30	-2	-1	-2	0	-1	5	0.4
44	CN1CCC(c2c[nH]c3ccccc23)C1 (stereo not given)	-4	19	-29	-2	1	4	9	1	0	-31
45	Cc1ccc(CN2CCN(CC(=O)N3CCC4(CC3)OCCO4)C2=O)cc1	-28	31	-29	-2	-3	0	-4	0	1	-0.3
46	O=C(CNC(=O)OCc1ccccc1)NCC(=O)Nc1ccc(Br)cc1C(=O)c1ccccc1	1	17	-20	3	16	-1	27	-3	-8	0.0
47	Cc1c(C(=O)c2ccccc2)c2ccccc2n1C	-1	-11	-10	3	1	2	14	-1	3	-0.5
48	COC(=O)C(O)(c1ccc(NC(=O)c2ccccc2)cc1)C(F)(F)F (stereo not given)	27	16	-38	25	9	3	-13	9	4	1.1
49	Cc1c(C)c2ccc(OCC(=O)N3C[C@H]4C[C@@H](C3)c3cccc(=O)n3C4)c(C)c2oc1=O	0	3	14	-3	4	-14	18	1	8	0.1
50	COc1ccc(/C=C/C(=O)c2c(O)n(CCC3=CCCCC3)c(=O)[nH]c2=O)cc1	-47	8	-26	-29	8	3	-54	-2	-3	0.0
51	COc1ccccc1CCNC1CCCCCC1	1	18	-21	-2	5	1	-11	-4	2	-1.3
52	COc1ccc(NC(=S)NC(NC(=O)CF)C(Cl)(Cl)Cl)c([N+](=O)[O-])c1 (stereo not given)	-2	4	-3	-5	25	3	11	6	2	0.3
53	O=c1[nH]c(=O)n(Cc2ccco2)c(O)c1/C=N/N1CCCCCC1	0	4	11	-1	-6	0	19	2	3	0.0
54	O=C(N/N=C/c1c(O)n(C2CC2)c(=S)[nH]c1=O)c1ccccc1O	18	5	-7	-4	0	15	-6	-1	-2	0.1
55	COc1cc(CN2C(=O)NC(=O)C3(Cc4cc(C)ccc4N(C)C3)C2=O)cc(OC)c1 (stereo not given)	x	4	-14	x	-8	5	-4	3	2	-0.1
56	Cc1cc(/C=C2\C(=O)NC(=O)N(c3ccc(Cl)cc3)C2=O)c(C)n1C	13	32	-13	-1	-3	-1	-7	1	0	0.2
57	CN(C)CCN=Cc1c(O)n(Cc2ccco2)c(=O)[nH]c1=O	12	14	-28	6	-1	-2	16	-3	-5	-0.6
58	CC(=NCCO)c1c(O)n(C2CCCCC2)c(=O)[nH]c1=O	-3	30	-3	-6	-8	6	12	-4	-1	0.1

Compound activity deposited in PubChem BioAssay by several laboratories.
